Compound activity as filed in PubChem.
G6PDH counter: inhibits Leuconostoc G6PDH, flagging false hits in G6PDH-based assays; AID 1020; Purified L. mesenteroides G6PDH, diaphorase/resazurin coupled fluorescence, 45 min; inhibition, % at 5 µM; 0.12% of 200,000 active; in the data active = inhibition above about 50%
Diaph inh CS: diaphorase inhibition or chemical oxidation counter-screen; diaphorase resazurin-to-resorufin fluorescence, NADH, 16 min; bacterial (C. kluyveri) enzyme, not human; inhibition, % at 20 µM; 0.69% of 190,000 active; AID 1217;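 active = primary screen inhibition at 20 µM above a set limit, cut at about 50% in these data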;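 note: plate controls were DMSO with full reaction for no effect and wells lacking NADH for full effect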
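Test system: bacterial diaphorase enzyme (C. kluyveri); Quantity: 0.14 U/mL diaphorase, enzyme working solution; Times: reaction incubation of 16 min at room temperature; Measured by: fluorescence of resorufin formed from resazurin, Ex 544/Em 590 nm; Benchmarks: positive control minus NADH, DMSO neutral control.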
STAT3 inh: STAT3 signaling inhibition | U3A cells, IL-6 STAT3-luciferase reporter, luminescence; host cell line lacks STAT1 | inhibition, % at 5.5 µM | 0.89% of 190,000 active | AID 862;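 active = inhibition above the mean inhibition across all screened compounds plus 3 SD, cut at about 44% in these data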;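 note: 0% = DMSO only wells and 100% = 100 µM nifuroxazide control wells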
STAT1 activator: increases IFN-gamma driven STAT1 reporter signal. NIH 3T3 STAT1-luciferase reporter, luminescence; 100% = IFN-gamma alone, no compound. activation (% of control), % at 5.5 µM. 2.6% of 200,000 active. AID 932;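 active = activation above the screen-wide mean activation plus 3 SD, cut at about 130% in these data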;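 note: raw ratio to IFN-gamma control signal so 100% means no change and 0% no light; values of inactives mirror those of a sister screen read the other way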
TLR4 MyD88 comp: inhibitors of human TLR4-MyD88 binding; HeLa CL3-4 TLR4/MyD88 BLA complementation, FRET ratio; inhibition, % at 8.4 µM; 0.18% of 200,000 active; AID 861; in the data active = inhibition above about 25%;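 note: 0% = vehicle and 100% = reference inhibitor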
Target sequence (O00206 whole entry, looked up): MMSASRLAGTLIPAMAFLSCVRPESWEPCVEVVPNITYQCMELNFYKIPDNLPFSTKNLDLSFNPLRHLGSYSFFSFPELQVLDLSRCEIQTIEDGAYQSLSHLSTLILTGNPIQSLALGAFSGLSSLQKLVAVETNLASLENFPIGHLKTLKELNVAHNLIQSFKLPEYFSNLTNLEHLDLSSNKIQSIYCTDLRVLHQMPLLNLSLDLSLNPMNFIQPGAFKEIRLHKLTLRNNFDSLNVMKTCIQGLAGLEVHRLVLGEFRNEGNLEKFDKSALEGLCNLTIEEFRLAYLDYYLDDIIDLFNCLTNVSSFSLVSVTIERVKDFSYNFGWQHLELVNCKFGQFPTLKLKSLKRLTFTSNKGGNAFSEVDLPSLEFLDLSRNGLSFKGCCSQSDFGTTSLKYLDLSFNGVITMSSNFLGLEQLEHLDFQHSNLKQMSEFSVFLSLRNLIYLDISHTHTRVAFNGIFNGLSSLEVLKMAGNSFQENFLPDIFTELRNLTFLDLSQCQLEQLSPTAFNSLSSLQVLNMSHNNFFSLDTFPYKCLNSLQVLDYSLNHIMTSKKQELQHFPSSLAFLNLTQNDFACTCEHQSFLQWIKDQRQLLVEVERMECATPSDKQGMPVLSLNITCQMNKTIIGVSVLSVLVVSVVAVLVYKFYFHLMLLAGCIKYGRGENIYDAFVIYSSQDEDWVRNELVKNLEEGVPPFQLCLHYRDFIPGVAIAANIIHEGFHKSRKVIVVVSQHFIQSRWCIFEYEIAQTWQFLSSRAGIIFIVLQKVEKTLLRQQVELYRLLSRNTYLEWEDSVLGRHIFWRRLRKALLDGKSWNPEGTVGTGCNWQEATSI
Target sequence (Q99836 whole entry, looked up): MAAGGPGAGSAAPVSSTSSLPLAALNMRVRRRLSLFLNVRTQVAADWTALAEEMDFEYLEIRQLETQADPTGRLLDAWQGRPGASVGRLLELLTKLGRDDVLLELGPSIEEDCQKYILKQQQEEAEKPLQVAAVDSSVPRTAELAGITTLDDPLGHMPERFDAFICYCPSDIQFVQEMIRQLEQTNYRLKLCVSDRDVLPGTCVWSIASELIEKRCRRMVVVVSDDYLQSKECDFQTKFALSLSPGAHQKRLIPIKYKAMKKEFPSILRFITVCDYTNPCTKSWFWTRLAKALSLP
STAT3 act: increases IL-6 driven STAT3 reporter signal. U3A cells, IL-6 STAT3-luciferase reporter, luminescence; 100% = signal with IL-6 EC80 alone. activation (% of control), % at 5.6 µM. 0.91% of 190,000 active;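 active = activation above the screen-wide mean of compound activation plus 3 SD, cut at about 130% in these data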;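 note: 0% = background luminescence of wells with medium and substrate only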
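Test system: human U3A cells carrying STAT3-luciferase construct; control set: IL-6-only wells as 100% reference; timing: compound pre-incubation 1 h before IL-6, then 6 h stimulation at 37 °C; also added: IL-6 stimulus at 33 ng/mL final; evaluation: % activation versus median of IL-6-stimulated wells; detection: reporter luminescence signal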
Diaph act CS: diaphorase activation or chemical reduction counter-screen. Diaphorase/resazurin coupled assay, resorufin fluorescence, 16 min; stronger effect = higher value; 1 = vehicle wells, 0 = NADH-free wells. activation factor at 20 µM. 0.005% of 190,000 active;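 active = diaphorase activity raised at least twofold by the compound at 20 µM; inactive = activation factor below 2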
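Material: bacterial diaphorase enzyme (C. kluyveri); amount: enzyme 0.07 U/mL final; reagent: NADH substrate 0.114 mM plus resazurin dye 0.1 mM, final; doses: single compound dose of 20 µM, 1% DMSO final; timing: 16 min enzyme reaction, ambient temperature; measured by: fluorescence of resorufin, 544 nm excitation, 590 nm emission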
APP transl inh: APP translation inhibition; inhibition, % at 2 µM; SH-SY5Y APP 5'UTR-luciferase reporter, luminescence; AID 1285; 0.82% of 190,000 active;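 active = inhibition above a set limit, derived from the sample mean plus 3 SD, cut at about 45% in these data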; note: values of inactives mirror those of a sister screen read the other way
STAT1 blocker: reduces IFN-gamma driven STAT1 reporter signal | inhibition, % at 5.5 µM | 0.35% of 200,000 active | NIH 3T3 STAT1-luciferase reporter, luminescence;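 active = inhibition above a set limit, the mean inhibition across all tested compounds plus 3 SD, cut at about 34% in these data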;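 note: 0% = IFN-gamma with DMSO and 100% = IFN-gamma with 300 µM nifuroxazide; values of inactives mirror those of a sister screen read the other way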
Hsp70 activator: Hsp70 transcriptional activation, primary screen; activation, % at 10 µM; 0.04% of 200,000 active; HeLa Hsp70 promoter luciferase reporter, luminescence; scaled: vehicle 0, proteasome-inhibitor control 100%; AID 1203;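 active = activation above the mean across all tested compounds plus 3 SD, cutoff set per campaign, cut at about 5.5% in these data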;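 note: 100% = MG132 at 30 µM as the positive control and 0% = DMSO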
* = called active by the depositor; . = not tested or not shown.

SMILES	G6PDH counter	Diaph inh CS	STAT3 inh	STAT1 activator	TLR4 MyD88 comp	STAT3 act	Diaph act CS	APP transl inh	STAT1 blocker	Hsp70 activator
O=C(NNS(=O)(=O)c1ccc([N+](=O)[O-])cc1)c1cnn(-c2ccccc2)c1-n1cccc1	8	18	19	102	-1	87	0.8	-7	-2	-0.5
Cc1ccccc1-n1c(-c2ccco2)n[nH]c1=S	0	3	-4	102	-3	101	1	11	1	-0.4
COc1cccc(C(=O)Nc2cnc(NC(=O)c3ccco3)cc2C)c1	6	20	9	102	3	96	0.8	-5	-3	-0.3
CCC(CC)C(=O)Nc1cc(C)cc(C)c1	3	10	2	103	-7	102	0.9	14	-2	-0.3
O=C(CSc1nncn1-c1ccccc1)NC1CCCc2ccccc21 (configuration not stated)	-4	0	0	92	3	99	1	25	8	-0.1
Cc1ccc(CNC(=O)c2cccnc2Cl)cc1	-1	3	4	104	-3	99	1	2	-5	-0.3
CCC(C)NC(=O)CN1C(=O)NC2(CCc3ccccc3C2)C1=O (configuration not stated)	4	5	4	105	-11	100	0.9	0	-7	-0.4
CC(O)C(NS(=O)(=O)c1ccc(Cl)cc1)C(=O)OCC(=O)N1CCN(c2ccccc2)CC1 (configuration not stated)	-16	10	5	98	-7	97	0.9	-2	3	-0.1
CCOC(=O)C1=C(C)NC(=O)C(C#N)C1c1ccncc1 (configuration not stated)	7	28	-7	101	-4	111	0.7	.	-1	-0.4
Cc1ccc(NC(=S)NNC(=O)CSc2nc3ccccc3c(=O)n2-c2ccc(C)cc2)cc1	2	17	5	109	-5	99	0.8	-13	-10	-0.3
CN(c1ccc(C(=O)Nc2ccc3c(c2)OCCO3)cc1)S(C)(=O)=O	7	10	-3	127	-10	103	0.9	-104	-29	0.0
COc1ccccc1C(=O)OCCCN=C1NS(=O)(=O)c2ccccc21	9	9	4	93	-3	99	0.9	4	6	-0.3
CS(=O)(=O)NCCSCc1ccccc1	1	12	10	97	6	95	0.9	6	4	-0.2
O=[N+]([O-])c1ccc(N2CCN(Cc3ccccc3)CC2)nc1	11	9	16	99	-12	93	0.9	2	1	0.0
CCOC(=O)C(C(=O)OCC)=C1OC(=O)c2ccccc21	4	8	20	99	-6	87	0.9	-2	1	-0.2
COc1ccc(S(=O)(=O)N2CCOCC2)cc1NC(=O)CSc1ncnc2ccccc12	0	29	-26	93	2	129	0.7	-32	7	-0.1
CCOC(=O)N1CCN(C(=O)Cn2c(=O)sc3ccccc32)CC1	3	-1	7	99	-7	99	1	-2	1	-0.6
Cc1cc(C)nc(/N=C(\N)Nc2ccc([N+](=O)[O-])cc2)n1	-22	9	3	95	-3	97	0.9	-8	5	-0.3
O=C(NC1CCCCC1)c1cnn2c(C(F)(F)F)cc(-c3ccco3)nc12	-5	33	17	103	-9	93	0.7	-17	-3	-0.2
O=C(C[n+]1ccc(C(=O)NCc2ccccc2)cc1)c1ccc2c(c1)OCCO2	-6	8	-4	100	-5	105	0.9	7	-2	0.0
O=C(CSc1nc2ccccc2o1)Nc1ccc(Cl)cc1	6	3	4	105	-2	102	1	-25	-5	0.2
COC(=O)CCc1c(C)c(C(=O)c2cc(F)c(F)c(F)c2F)c2ccccn12	5	0	2	105	-13	100	1	18	-8	-0.5
COc1ccc(/C=N\NC(=O)c2sc(N)nc2C)cc1OC	-2	-2	6	101	-6	104	1	-2	-1	-0.3
CC(C)CN1CCN(Cc2nc(C(C)C)cs2)CC1CCO (configuration not stated)	12	-13	5	102	8	106	1.1	1	-3	0.1
Cn1c(=O)c2[nH]c(=O)cnc2n(C)c1=S	14	25	-5	105	-4	109	0.7	-2	-6	-0.4
CCOc1ccccc1/C=N/NC(=O)CNC(=O)COc1ccccc1	8	-2	-1	100	-7	106	1	1	-2	0.0
CS(=O)(=O)c1ccc2nc(NC(=O)c3cccc(NS(=O)(=O)c4ccc(F)c(F)c4)c3)sc2c1	-20	26	13	109	-9	93	0.7	-3	-10	-0.5
Cc1ccc(CNS(=O)(=O)c2cn(C)cn2)cc1	-3	8	5	105	0	102	0.9	-5	-5	-0.5
Brc1c(OCCOCCn2cncn2)ccc2ccccc12	-9	22	7	108	14	96	0.8	-22	-8	-0.1
OC(CN1CCN(c2ccccn2)CC1)Cn1c2ccccc2c2ccccc21 (configuration not stated)	-25	33	3	101	-13	101	0.7	6	-1	-0.2
C[C@@H](O)c1nc2ccccc2n1N	2	8	-1	100	-13	105	0.9	-9	0	-0.2
S=c1[nH]nc(-c2cccnc2)n1-c1ccccc1	7	9	3	98	5	98	0.9	-8	0	-0.3
N#Cc1nc(-c2ccc(OCc3ccccc3)cc2)oc1NCCCn1ccnc1	0	-32	12	104	0	92	1.3	16	-4	-0.3
O=C(CCN1CCN(Cc2ccccc2)CC1)Nc1ccccc1Cl	0	-3	6	99	-7	97	1	-9	1	-0.1
Cc1cccc(-n2cnc(C(=O)N/N=C\c3ccc(Br)cc3)c2)n1	-4	14	9	96	-2	94	0.9	2	4	-0.2
COc1ccc(CC(=O)Nc2cc3oc4ccccc4c3cc2OC)cc1	10	21	11	124	-7	91	0.8	-81	-27	0.4
COc1ccc(N(CC(=O)Nc2ccc(F)c(Cl)c2)S(=O)(=O)c2c(C)noc2C)cc1	-30	32	1	100	-14	104	0.7	4	0	-0.3
COc1cc(C(=O)NCc2cn3ccccc3n2)cc(OC)c1OC	5	10	5	98	8	98	0.9	15	1	-0.3
OC(COC(c1ccc(Cl)cc1)c1ccc(Cl)cc1)CN1CCN(c2ccccn2)CC1 (configuration not stated)	-4	11	-1	96	-4	102	0.9	0	4	-0.5
CCC(C)(C)n1c(=O)[nH]c2c(c1=O)CCC2	2	12	10	102	-8	95	0.9	8	-3	-0.2
COc1cc(C2CC(=O)c3c([nH]c(C(=O)OCCOC(C)C)c3C)C2)cc(OC)c1OC (configuration not stated)	-18	27	59*	77	-5	55	0.7	22	26	-0.1
CC1(C(=O)N2CC3(CC(c4cccc([N+](=O)[O-])c4)=NO3)C[C@H]2C(=O)NCC(N)=O)CC1 (some centres not stated)	4	1	3	101	-5	104	1	-14	-1	0.2
CCN(CC)CCNC(=O)NC(=O)c1ccc(Cl)cc1	-2	3	2	107	12	102	1	-14	-8	-0.3
COc1ccc(NC(=S)Nc2ccc(OC(F)F)cc2)cn1	1	35	22	96	-3	87	0.6	-24	2	0.0
O=C1CN(C(=O)CSc2nc3ccccc3c(=O)n2Cc2ccc(F)cc2)c2ccccc2N1	2	17	5	92	-2	96	0.8	-6	10	-0.3
CC(C)C(NC(=O)c1ccco1)C(=O)NCC(c1ccco1)N1CCCCC1 (configuration not stated)	3	18	8	100	1	98	0.8	0	0	0.2
Cc1cc(C(C)(C)C)nc2[nH]n(-c3ccccc3)c(=O)c12	4	18	30	94	-6	79	0.8	12	7	-0.2
CC1=NN(C(=O)c2cc(C)nn2C)C(O)(C(F)(F)F)C1 (configuration not stated)	-1	0	-5	101	0	102	1	7	1	-0.4
CCCc1c(O)nc(SCCN(CCC)CCC)[nH]c1=O	2	9	-5	96	11	107	0.9	-17	6	-0.1
CC(C)(C)Nc1nc(Cl)nc(NC(C)(C)C)n1	8	6	-3	100	2	101	0.9	-7	-1	0.1
COc1ccc(N2CCN(c3nc4c(c(=O)[nH]c(=O)n4C)n3Cc3cccc(C)c3)CC2)cc1	19	17	20	91	0	86	0.8	3	10	-0.6
COc1ccc(CCNC(=O)COC(=O)/C=C/c2ccc(OCC#N)c(OC)c2)cc1	7	12	4	100	-10	95	0.9	6	2	-0.3
NC(=O)COC(=O)c1c2c(nc3ccccc13)CCCC2	3	-4	12	102	6	96	1	-16	-4	-0.2
Cc1cc(N/N=C/c2c[nH]c3ccccc23)c2ccccc2n1	7	10	-53	96	5	148*	0.9	2	5	0.0
CCO[C@@H]1OC(C(=O)NCc2nc3ccccc3[nH]2)=C[C@H](C)[C@H]1CCCO	19	19	.	95	-1	.	0.8	4	6	-0.4
CC(C)CC(=O)NC(=S)Nc1cccc(NC(=O)c2ccccc2)c1	-1	24	8	87	-8	95	0.8	-1	15	-0.2
COc1ccc(OC)c2c1C(=O)c1ccccc1C2=O	20	24	11	102	16	97	0.8	1	-2	-0.1
O=C(NCCCN1CCCC1=O)c1cc(NS(=O)(=O)c2ccc(F)cc2)cc(NS(=O)(=O)c2ccc(F)cc2)c1	7	-4	0	106	-5	98	1	.	-6	-0.4
Cc1ccc2[nH]c(=O)c(CN(Cc3cccs3)Cc3nnnn3Cc3ccccc3)cc2c1	12	23	-3	103	-1	107	0.8	0	-2	-0.1
NS(=O)(=O)c1ccc(CNC(=O)/C=C/c2c(F)cccc2Cl)cc1	7	4	2	106	-5	101	1	1	-8	0.1

The list continues.
SMILES	G6PDH counter	Diaph inh CS	STAT3 inh	STAT1 activator	TLR4 MyD88 comp	STAT3 act	Diaph act CS	APP transl inh	STAT1 blocker	Hsp70 activator
OCC1CCN(Cc2cn(Cc3ccccc3)nc2-c2cc3ccccc3o2)CC1	12	9	-1	100	6	105	0.9	1	-2	-0.3
Cc1ccc(NC(=O)COC(=O)CN2C(=O)COc3ccccc32)cc1	4	0	-10	101	14	114	1	23	-1	-0.4
O=C(CN(Cc1ccc(F)cc1)S(=O)(=O)c1ccc(S(=O)(=O)N2CCOCC2)cc1)Nc1ccccc1	7	0	7	92	-18	92	1	-2	9	-0.2
O=[N+]([O-])c1cccnc1N1CCCCC1	7	10	-2	96	-3	106	0.9	-2	5	0.0
N#CC1=C(N)NC(=S)C(C(N)=O)C1c1ccc([N+](=O)[O-])cc1 (configuration not stated)	9	22	7	103	-13	94	0.8	-17	-3	0.2
CNC(=S)N1CCC(NC(=O)C(Cc2ccc(F)cc2)NC(C)=O)CC1 (configuration not stated)	4	-2	1	101	-5	101	1	-4	-1	-0.4
CCOC(=O)c1c(C)n(C)c2cc(-c3cccc(C(F)(F)F)c3)c(O)cc12	-5	14	16	87	8	86	0.9	9	16	-0.4
CN(C)C(CNC(=O)c1cccs1)c1cccnc1 (configuration not stated)	-19	2	0	88	1	100	1	-16	14	-0.3
